Anthrax LF inh2 – Bacillus anthracis LF protease inhibitors, primary screen, biochemical, multiplex microsphere, MLPCN library | Lethal factor (Bacillus anthracis), P15917 | multiplex microsphere protease cleavage assay | inhibition, % at 10 µM | 360,000 compounds, 0.12% hits; note: plate controls were buffer without enzyme for full effect and enzyme alone for no effect
BoNT A protease – BoNT/A light chain protease inhibitors, primary screen, biochemical, flow cytometry, MLPCN library | Botulinum neurotoxin type A light chain protease (Clostridium botulinum A str. ATCC 3502) | multiplex microsphere protease substrate cleavage | inhibition, % at 10 µM | 360,000 compounds, 0.17% hits | AID 588499, 2011; note: plate controls were buffer without enzyme for full effect and enzyme alone for no effect
FadD28 FP inh – inhibitors of FadD28 bisubstrate probe binding, primary screen, biochemical, fluorescence polarization, single point; Mycobacterium tuberculosis FadD28 fatty-acid-AMP ligase; inhibition, % at 12.5 µM; 360,000 compounds, 0.22% hits; AID 588549, 2011; in the data active = inhibition above about 8.5%, passing the limit was not always enough; inconclusive = no clear call, values can overlap the other calls
CCHFV vOTU inh – CCHFV vOTU protease inhibitors, primary screen, biochemical, Pep-AMC substrate, fluorescence; inhibition, % at 11.5 µM; 370,000 compounds, 0.55% hits; AID 651958, 2012; in the data active = inhibition above about 30%; note: 0% = vehicle wells with enzyme and 100% = no enzyme wells
Yp Topo-I inh – Yersinia pestis topoisomerase I inhibitors, primary screen, biochemical, cleavage product accumulation, plate reader, single point. DNA topoisomerase I (Yersinia pestis CO92). Y. pestis Topo-I cleavage product accumulation. AID 504884, 2011. 360,000 compounds, 0.064% hits. activity, % at 10 µM; in the data active = activity above about 50%, passing the limit was not always enough; inconclusive = no clear call, values can overlap the other calls; note: inactives centre near 2
TcdB GH inh – TcdB glycohydrolase inhibitors, primary screen, biochemical, single point, plate reader; Toxin B (Clostridioides difficile), P18177; TcdB glycohydrolase enzymatic assay; inhibition, % at 9.99 µM; 350,000 compounds, 0.24% hits; AID 652162, 2013; in the data active = inhibition above about 10%
PfHsp40 yeast – rescue of yeast from PfHsp40 toxicity, primary screen, S. cerevisiae, ATP luminescence; S. cerevisiae expressing PfHsp40, growth rescue; growth rescue, % at 12.5 µM; 340,000 compounds, 0.68% hits; AID 504582, 2011; in the data active = growth rescue above about 28%, passing the limit was not always enough; inconclusive = no clear call, values can overlap the other calls;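 note: yeast W303a lacking pdr1 and pdr3 grown in galactose medium; growth measured after three days at 30 °C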
PrPC surface inh – inhibitors of human cell surface prion protein PrPC, primary screen, cell-based, TR-FRET; inhibition, % at 13.8 µM; 370,000 compounds, 0.43% hits; TR-FRET read-out; in the data active = inhibition above about 24%; note: 0% = median of the test wells and 100% = reference compound wells
BoNT-F LC inh – BoNT/F light chain protease inhibitors, primary screen, biochemical, flow cytometry, MLPCN library | Botulinum neurotoxin type F light chain protease (Clostridium botulinum) | Multiplex microsphere protease cleavage assay | inhibition, % at 10 µM | 360,000 compounds, 0.22% hits | AID 588497, 2011; in the data active = inhibition above about 35%, passing the limit was not always enough; inconclusive = no clear call, values can overlap the other calls; note: plate controls were buffer without enzyme for full effect and enzyme alone for no effect
Starred values were filed as active, the others as inactive; ? = inconclusive; / = no result given. Cut-off read from the data, not from the text of the source, unless noted: active = inhibition above about 30%; inconclusive = no clear call, values can overlap the other calls; inactive = below that.

The opening 2 entries (preview)
The line under a structure holds: Anthrax LF inh2	BoNT A protease	FadD28 FP inh	CCHFV vOTU inh	Yp Topo-I inh	TcdB GH inh	PfHsp40 yeast	PrPC surface inh	BoNT-F LC inh
O=C(COc1ccc(S(=O)(=O)NCc2ccccc2)cc1)NCC1CCCO1 (stereo not given)
 : -0.6	-0.2	-0.2	10.4	2.3	/	-1.4	0.0	-9.8
Cc1ccc(-c2c[n+](CC(=O)Nc3c(C)cccc3C)c3n2CCC3)cc1
 : /	/	-1.5	-8.6	1.4	0.3	/	4.5	/

The list itself, previewed entries included:
The line under a structure holds: Anthrax LF inh2	BoNT A protease	FadD28 FP inh	CCHFV vOTU inh	Yp Topo-I inh	TcdB GH inh	PfHsp40 yeast	PrPC surface inh	BoNT-F LC inh
O=C(COc1ccc(S(=O)(=O)NCc2ccccc2)cc1)NCC1CCCO1 (stereo not given)
 : -0.6	-0.2	-0.2	10.4	2.3	/	-1.4	0.0	-9.8
Cc1ccc(-c2c[n+](CC(=O)Nc3c(C)cccc3C)c3n2CCC3)cc1
 : /	/	-1.5	-8.6	1.4	0.3	/	4.5	/
CN(CC(=O)Nc1ccc(F)cc1)C(=O)CSc1ncccn1
 : /	/	-3.3	-6.1	2.7	0.5	-0.1	-2.4	/
O=C(/C=C/c1cccc([N+](=O)[O-])c1)Nc1ccc(NC(=O)c2cccs2)cc1
 : -4.3	-0.4	-3.7	-1.8	-3.4	/	0.7	6.3	-9.9
CCCOc1ccc(/C=C/C(=O)N2CCN(c3ccccn3)CC2)cc1
 : -8.3	-1.2	0.2	-16.8	5.4	0.0	1.7	-6.4	-6.5
Cc1ccc(Cc2c(-c3ccccc3)nc3c4ccccc4ccn23)cc1
 : -5.6	0.7	/	8.2	/	-0.1	/	-6.5	-5.9
Clc1ccc2nc(N3CCCCC3)[nH]c2c1
 : -5.0	-1.6	-1.0	25.8	-6.2	/	-2.4	-3.0	-2.8
COc1ccc(C(=O)CSc2nnc(CCc3ccccc3)n2-c2ccccc2)cc1
 : -1.0	-1.9	0.0	5.0	16.6	/	0.8	-0.7	-3.8
CCC(CC)C(=O)Nc1cccc(C(=O)NCc2ccco2)c1
 : 2.2	0.2	-1.7	1.5	0.7	/	-0.4	-4.2	-0.9
Nn1c(SCC(=O)NC(=O)NCc2ccco2)nnc1-c1ccc(OC(F)F)cc1
 : -1.6	-0.6	-2.9	13.1	-2.9	/	0.0	-5.4	-7.0
CCc1ccc(N2CCN(C(=O)c3ccc(OC)c(OC)c3)CC2)cc1
 : -0.9	-0.9	-1.3	-0.1	24.4	1.4	1.0	-0.4	-6.1
CCOC(=O)CNC(=O)CSc1nc(-c2ccc(OC)cc2)ns1
 : 0.6	-0.8	-1.4	-3.0	12.0	-0.6	-0.1	3.0	-5.5
C=CCN(C(=O)CCC(=O)Nc1cc(C)on1)C(C(=O)NC(C)(C)C)c1cccc(OC)c1OC (stereo not given)
 : 0.7	-0.2	-2.0	-3.5	-5.4	/	-0.2	-4.8	-6.3
Cn1c(C(=O)NCCOc2ccccc2Cl)cc(=O)n(C)c1=O
 : -4.8	-0.9	-0.6	-16.9	-4.5	-0.2	-2.1	5.6	-3.6
COc1ccccc1CN(C)C(=O)c1cc(S(=O)(=O)N2CCCCCC2)ccc1OC
 : 2.3	-0.5	-1.1	-8.6	19.6	0.1	/	3.4	-4.3
CCc1ccc(C(C#N)=CC=Cc2ccccc2)cc1
 : -19.1	0.0	-1.4	-5.3	2.6	1.1	/	2.7	1.6
Cc1c(C)n(CCc2ccccc2)c2ncnc(NCCCN(C)C)c12
 : 3.7	0.9	-1.1	-9.4	-13.6	1.1	-0.8	-5.5	10.9
O=C(Nc1ccc(NC(=O)c2ccccc2F)cc1)c1ccccc1F
 : -7.3	0.2	-1.2	-2.8	-0.6	-0.6	-0.2	-6.2	-4.9
N#C/C(=C\c1cccc(O)c1)C(=O)Nc1ccc2c(c1)OCCO2
 : -2.1	2.6	-1.9	3.2	-5.2	0.0	0.5	7.1	-4.6
CN(C)c1cccc(C(=O)NCC2CCCO2)c1 (stereo not given)
 : -0.6	0.2	-3.7	-4.0	0.8	/	-0.5	0.3	4.0
O=C(CN1C(=O)NC2(CCc3ccccc32)C1=O)NCCc1ccccc1 (stereo not given)
 : -0.7	-0.3	-0.8	-9.7	-8.2	-0.5	-0.4	-4.7	-6.1
CCCN(CC(=O)Nc1ccccc1C)C(=O)/C=C/c1cccs1
 : -4.5	0.9	-2.7	1.2	7.8	1.5	-1.5	-0.8	-3.4
O=C(NCCN1CCOCC1)c1ccccc1Oc1ccccc1
 : -2.1	-0.3	-4.0	0.1	-1.0	/	-0.5	-4.8	5.7
CCc1ccc(NC(=O)CCNC(=O)Cn2ccc3ccccc3c2=O)cc1
 : -1.2	-1.6	-0.7	1.6	5.8	0.7	-0.2	2.7	0.4
COc1cccc(CN2CC=C(c3ccc(F)cc3)CC2)c1
 : 7.4	-1.5	0.2	1.1	12.8	-6.7	1.0	2.9	12.7
CCCCn1c(NC(C)CC)nc2c1c(=O)[nH]c(=O)n2C (stereo not given)
 : -1.2	0.0	0.2	-10.6	-0.1	/	1.4	3.9	1.3
O=c1c2ccccc2nc2n1CCCN2
 : 5.9	-0.2	4.1	-59.1	-0.5	0.2	0.0	6.0	0.7
COc1ccc2c(CN3CCN(S(=O)(=O)c4cccs4)CC3)cc(=O)oc2c1
 : -0.6	0.3	-2.2	-2.4	12.5	0.4	0.5	-0.1	-5.4
CC(=O)Nc1ccc(C=NNc2ccc(S(=O)(=O)Nc3ccccc3C(=O)O)cc2[N+](=O)[O-])cc1
 : -7.1	-0.1	27.5*	15.0	-2.9	1.5	8.1	-32.1	0.5
O=C1c2ccccc2C(=O)N1CCCn1ccnc1
 : 13.3	0.7	0.3	-18.6	5.6	-0.1	-1.1	-5.1	?
COc1ccc2nc3cccc(OC)c3nc2c1
 : 0.2	5.1	-2.1	5.9	-4.5	-1.1	3.6	-43.9	1.7
CCOc1cc(/C=N/Nc2cccc(C(=O)O)c2)ccc1OCC(=O)N1CCCCC1
 : -2.9	-0.4	-0.3	12.9	12.5	-0.8	3.0	8.5	2.2
Cc1ccc(-c2noc(CNC(=O)COc3ccccc3C)n2)cc1
 : -0.1	0.4	-1.1	3.0	35.0	2.1	-0.1	-2.5	-7.2
COc1cc(/C=C(\NC(=O)c2ccccc2)C(=O)NCCO)c([N+](=O)[O-])cc1OC
 : 0.2	-0.5	-0.6	-1.9	2.4	/	2.4	-11.3	-3.6
CCOC(=O)N1CCN(C(=O)/C(=C/c2cccc3ccccc23)NC(=O)c2ccc(OC)c(OC)c2)CC1
 : 0.1	-0.4	-1.7	7.7	10.5	1.6	0.6	3.3	-1.6
COc1ccc(N2C(=O)/C(=C/c3cccs3)C(=O)NC2=S)cc1
 : 1.7	-1.2	-0.7	-6.4	3.8	0.1	0.9	3.5	-6.6
O=C(NCc1ccncc1)NC12CC3CC(CC(C3)C1)C2
 : -0.4	-1.3	-0.9	-20.6	8.9	0.5	0.5	-4.9	-5.9
CCc1nnc(NC(=O)c2ccc(OCc3c(C)noc3C)c(OC)c2)s1
 : -3.6	-3.9	-4.5	-2.5	5.1	2.1	-0.8	1.3	-16.6
COP(=S)(OC)Oc1ccc(Sc2ccc(OP(=S)(OC)OC)cc2)cc1
 : -11.1	-0.4	-4.0	9.2	12.1	-11.5	3.9	14.5	-7.9
CN1CCN(S(=O)(=O)c2ccc(NC(=O)C(C)(C)C)cc2)CC1
 : -1.1	?	-0.6	-3.6	4.0	1.9	-1.1	5.4	3.1
NS(=O)(=O)c1ccc2c(c1)oc(=O)c1cc(S(N)(=O)=O)ccc12
 : -0.7	-0.5	-4.0	5.1	-7.6	-0.8	-1.1	0.6	1.5
CN(C)/C=C/C(=O)c1cccc(Oc2ncccn2)c1
 : 2.0	-1.4	1.1	10.0	2.2	0.9	-0.4	-1.6	-2.4
CCOC(=O)[C@]12CCC=C1N(Cc1ccc(Cl)cc1Cl)C(=O)[C@H](CC(=O)NCC13CC4CC(CC(C4)C1)C3)C2
 : -6.1	0.4	/	20.8	/	-0.2	/	0.0	-2.0
CCC(C)(C)NC(=O)CCn1c(-c2ccccc2)cc(C(C)=O)c1C
 : -2.0	0.3	0.9	-9.4	9.9	1.4	-1.3	-3.1	-5.6
CC(C)[C@H](N)c1nnc(SCC(=O)c2ccc(Cl)cc2)o1
 : -6.1	-1.2	-1.0	-5.0	0.5	/	1.9	1.8	-9.4
c1ccc(C2[C@H]3CN(CC4CCCCC4)[C@H](c4ccccc4)C34CC2(c2ccccc2)C4)cc1 (stereo not given in full)
 : 2.7	0.2	-3.1	5.0	5.7	0.3	-0.5	2.3	-8.2
COc1ccc(OC)c(-c2c[n+](=O)c3c(n2[O-])CCCC3)c1
 : -2.3	0.1	-0.5	-2.0	3.3	/	-0.9	1.1	-2.5
CC(CCC(=O)Nc1nncs1)C(=O)O (stereo not given)
 : -0.1	-0.3	-2.1	3.0	5.5	-0.4	0.1	3.1	1.6
COC1C(CO)OC(n2c3c(Cl)cccc3c3c4c(c5c6cccc(Cl)c6[nH]c5c32)C(=O)NC4=O)C(O)C1O (stereo not given)
 : -5.2	1.4	-2.7	-16.0	30.3	2.2	-0.5	1.3	-15.5
C=CCNC(=S)NCC
 : 26.6	2.2	-1.7	-6.6	2.9	0.5	-0.9	8.5	?
O=C(NC(=S)NCc1ccc(Cl)cc1Cl)c1ccco1
 : 5.2	-0.1	-5.0	-1.4	19.7	1.5	1.2	1.6	-5.1
COc1ccccc1NC(=O)CN(c1ccccc1F)S(C)(=O)=O
 : -5.9	-0.9	-3.8	-2.2	4.2	/	-1.5	-3.2	-3.8
CN(c1ccc(C(=O)NC2CC3CCC2C3)cc1)S(C)(=O)=O (stereo not given)
 : /	/	-1.3	-8.1	-7.5	/	-0.3	6.5	/
O=C(Nc1ccc(F)cc1)c1csc(Cc2ccccc2)n1
 : 4.9	0.1	-2.4	3.9	4.0	-0.8	-1.2	8.2	-1.8
Cc1ccc(CNC(=O)[C@]2(C)CCC[C@@]3(C)C4CC[C@@]5(C)C[C@]4(CCC32)CC5=O)cc1 (stereo not given in full)
 : -4.2	1.3	1.3	8.4	9.1	0.2	95.1*	8.6	3.2
COc1ccc(CN2CCCN(S(=O)(=O)c3ccc(Br)cc3)CC2)cc1
 : 1.5	-3.6	-1.4	-2.5	2.2	-1.3	3.2	8.0	-4.4
COc1ccc(-c2cc(C(=O)NCCCN3CCOCC3)c3ccccc3n2)cc1OC
 : -0.7	3.7	0.1	4.1	-4.5	-0.2	0.2	-17.1	?
COC(=O)c1ccccc1NC(=O)CN1CCC(C)CC1
 : -11.1	-1.2	0.2	10.8	6.9	0.1	1.1	-14.8	2.8
NC1=NC(=O)/C(=C/c2cn(Cc3ccccc3)c3ccccc23)S1
 : 1.2	0.1	-5.2	5.0	9.8	0.7	-1.4	-1.1	-0.8
O=C(c1ccc(O)cc1)c1ccc(C(=O)c2ccc(O)cc2)cc1
 : -5.2	0.1	-3.1	2.0	3.8	/	0.9	-21.5	-7.0
O=C(c1ccc(C(=O)N2CCCc3ccccc32)s1)N1CCCc2ccccc21
 : 2.8	0.5	-3.4	-3.8	17.7	/	50.8*	-3.9	1.9
CCN1CCN(C(=O)c2cc3cc4cc(OC)ccc4nc3s2)CC1
 : 3.2	2.5	-5.8	-1.0	-1.6	/	-1.4	-36.8	?

Screening data as filed in PubChem BioAssay.
